SMARCA2 act: activators of SMARCA2 function. actives 1% (n = 370,000). MG213 cells, MMTV-luciferase reporter, dexamethasone, overnight. activation, % at 9.1 µM; in the data active = activation above about 7.8%;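 note: 0% = vehicle wells and 100% = reference activator wells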
DAX1 inh-1: inhibitors of human orphan nuclear receptor DAX1 (NR0B1). inhibition, % at 6.75 µM. P51843. HEK293 Gal4-DAX1 luciferase reporter, luminescence. AID 504766. actives 0.99% (n = 340,000);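 active = inhibition above the mean over all tested compounds plus 3 SD, cut at about 4.2% in these data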;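 note: 0% = DAX1-transfected cells with DMSO and 100% = empty-vector control cells with DMSO; inhibition shows as a rise in luminescence from relieved DAX1 repression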
Target sequence (P51843 207-470 limits assumed): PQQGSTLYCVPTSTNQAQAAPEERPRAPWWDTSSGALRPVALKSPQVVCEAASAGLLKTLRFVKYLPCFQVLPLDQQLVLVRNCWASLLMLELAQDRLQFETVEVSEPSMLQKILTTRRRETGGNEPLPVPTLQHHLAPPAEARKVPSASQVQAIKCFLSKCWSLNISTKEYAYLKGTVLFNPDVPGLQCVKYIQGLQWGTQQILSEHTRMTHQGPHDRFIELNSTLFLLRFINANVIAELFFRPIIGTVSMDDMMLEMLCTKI
ssDAF12 agonist: activators of S. stercoralis DAF-12 nuclear receptor | HEK293 ssDAF-12/GRIP1 lit1-tk-luc reporter, luminescence; % of 3 µM dafachronic acid response | activation, % at 6.8 µM | actives 1% (n = 370,000) | AID 652126;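 active = activation above the mean over all tested compounds plus 3 SD, cut at about 0.9% in these data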;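 note: 0% = DMSO-only wells and 100% = 3 µM delta7-dafachronic acid wells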
proKLK7 act: proKLK7 (human) activation, primary screen | P49862 | purified proKLK7, EDANS-DABCYL substrate fluorescence; 100% is mature enzyme control, 0% vehicle | activation, % at 7 µM | actives 0.9% (n = 370,000) | AID 652039;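 active = activation above the mean of all tested compounds plus 3 SD, computed per campaign excluding outliers beyond control limits, cut at about 13% in these data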
Target sequence (P49862 whole entry, looked up): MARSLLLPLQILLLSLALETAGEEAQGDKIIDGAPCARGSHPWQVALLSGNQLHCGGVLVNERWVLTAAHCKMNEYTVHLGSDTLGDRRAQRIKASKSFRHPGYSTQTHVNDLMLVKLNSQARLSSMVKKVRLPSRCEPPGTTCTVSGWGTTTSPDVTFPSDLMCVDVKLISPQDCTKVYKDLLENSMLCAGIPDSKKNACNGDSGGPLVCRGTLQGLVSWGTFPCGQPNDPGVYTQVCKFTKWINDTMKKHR
hgDAF12 agonist: hgDAF-12 agonism, primary luciferase screen. activation, % at 6.8 µM. HEK293 GAL4-hgDAF12 UAS-luciferase reporter, agonist luminescence; normalized to butyrate control. actives 1.8% (n = 370,000);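 active = activation above a cutoff set at the mean of all screened compounds plus 3 SD, cut at about 10% in these data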;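 note: 0% = DMSO wells and 100% = sodium butyrate wells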
DAX1 inh-2: blocks DAX1 repression of SF-1 activated StAR promoter; actives 1.1% (n = 370,000); inhibition, % at 6.8 µM; HEK293T StAR-luciferase reporter, SF-1/DAX-1 repression relief; AID 652010;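 active = inhibition above the mean over all tested compounds plus 3 SD, cut at about 3.6% in these data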;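 note: 0% = DAX-1 cells with DMSO and 100% = cells lacking DAX-1 with DMSO; higher inhibition means more luminescence from relief of DAX-1 repression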
NPR2 activator: GC-B (human) receptor activation; P20594; HEK293-GC-B cells, CNP EC30, cGMP TR-FRET; 0% at EC30 CNP, 100% saturating CNP; activation, % at 10 µM; actives 0.11% (n = 370,000);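 active = activation at 10 µM reaching about 35% in either raw or pattern-adjusted values, limit read from the data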
GAA850 FXN act: activators of GAA850 frataxin (FXN) promoter | HEK293 lucGAA850 FXN promoter luciferase reporter, 24 h; percent of 10 µM SAHA response | activation, % at 6 µM | actives 0.56% (n = 360,000) | AID 540364;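 active = activation above the average of all compounds screened plus 3 SD, cutoff fixed separately per campaign, cut at about 7.5% in these data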;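 note: 0% = DMSO wells and 100% = 10 µM SAHA wells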
GC-A act: GC-A (human) enzyme activation | actives 0.14% (n = 370,000) | HEK293 GC-A cells, cGMP TR-FRET, EC30 ANP; 0% at EC30 ANP, 100% saturating ANP | P16066 | activation, % at 10 µM; in the data active = activation above about 40%
HGIII-sPLA2 inh: Inhibits HGIII-sPLA2 liposome hydrolysis, primary screen; QFRET BODIPY PC-A2 liposome hydrolysis, fluorescence; Q9NZ20; inhibition, % at 12.2 µM; actives 0.56% (n = 370,000); AID 743126;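 active = inhibition above mean plus 3 SD of compounds lying within the high and low control bounds, cut at about 19% in these data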;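 note: 0% = median of test compound wells and 100% = no enzyme DMSO wells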
Target sequence (Q9NZ20 whole entry, looked up): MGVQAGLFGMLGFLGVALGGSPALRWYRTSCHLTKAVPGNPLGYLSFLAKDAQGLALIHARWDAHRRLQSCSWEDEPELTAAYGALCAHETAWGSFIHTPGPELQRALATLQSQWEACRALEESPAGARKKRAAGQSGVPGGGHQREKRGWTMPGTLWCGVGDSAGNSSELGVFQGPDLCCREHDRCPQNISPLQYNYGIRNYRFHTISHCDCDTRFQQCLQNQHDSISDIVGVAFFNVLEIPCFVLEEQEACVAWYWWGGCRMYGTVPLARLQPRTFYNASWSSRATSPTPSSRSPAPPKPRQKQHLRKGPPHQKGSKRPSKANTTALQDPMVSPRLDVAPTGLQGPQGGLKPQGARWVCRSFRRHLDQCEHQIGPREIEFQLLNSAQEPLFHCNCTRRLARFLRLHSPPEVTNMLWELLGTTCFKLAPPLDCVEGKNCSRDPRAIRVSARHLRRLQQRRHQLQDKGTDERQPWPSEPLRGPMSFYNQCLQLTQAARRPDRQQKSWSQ
hcDAF12 agonist: activates DAF-12 receptor from parasite H. contortus; HEK293 hcDAF-12 lit1-tk-luc reporter, luminescence; 0% DMSO, 100% Δ7-dafachronic acid; activation, % at 6.8 µM; actives 1.4% (n = 370,000); AID 652067;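 active = activation above the mean of all tested compounds plus 3 SD, cut at about 5.5% in these data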;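 note: 100% = response to 3 µM Δ7-dafachronic acid high control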
An asterisk follows results filed as active; / = no result given.

SMILES	SMARCA2 act	DAX1 inh-1	ssDAF12 agonist	proKLK7 act	hgDAF12 agonist	DAX1 inh-2	NPR2 activator	GAA850 FXN act	GC-A act	HGIII-sPLA2 inh	hcDAF12 agonist
Cc1ccc(NC(=O)c2cnn(C)c2)cc1[N+](=O)[O-]	-4	-0.4	-1.8	0.2	0.2	-0.2	6	4.5	-2	6	-1.2
Cc1ccc(OCCCC(=O)Nc2ccccc2C(F)(F)F)cc1	-1	1.0	-1.4	0.5	-0.3	-0.5	-2	2.7	1	0	-0.8
O=C(CCN=C1NS(=O)(=O)c2ccccc21)OCC(=O)c1ccccc1Cl	-1	1.3	-0.7	0.4	2.3	-0.1	0	2.1	0	-1	1.4
Cc1cc(C)cc(NC(=O)CSc2nc(N)c(NC(=O)c3ccc(Br)o3)c(=O)[nH]2)c1	2	0.1	-1.1	-0.2	-2.0	0.4	3	1.3	2	1	-0.3
O=C(Nc1ccn(CC(=O)N2CCN(c3ccccn3)CC2)c(=O)n1)OCc1ccccc1	0	-0.2	-1.4	-0.7	-3.0	-0.1	1	1.5	1	2	-0.7
COc1ccc(CN(CCN2CCOCC2)C(=O)c2ccccc2C)cc1OC	-4	/	-0.7	-0.1	0.0	-0.1	-6	/	6	5	-2.6
COC(=O)Cn1c(=N)n(CCN2CCCCC2)c2ccccc21	0	0.7	-1.5	-0.3	-0.2	-0.6	0	-0.7	1	2	-1.3
CC1CCC2(CC1)NC(=O)N(NC(=O)C1CCN(C(=O)c3ccc(Cl)cc3)CC1)C2=O (stereo not given)	-1	0.8	-0.8	-0.1	1.5	0.2	4	-1.9	0	0	-1.5
C/C=C1\NC(=O)[C@H](C)NC(=O)[C@@H](NC(=O)[C@@H](Cc2ccc(O)cc2)NC(=O)[C@@H](NC(=O)/C(C)=C/C)C(C)C)[C@@H](C)OC(=O)[C@H](CCCCc2ccc(O)cc2)NC(=O)[C@@H](CCC(=O)O)NC1=O	-4	1.2	-0.8	0.6	0.8	0.1	0	1.4	0	-7	2.4
CCOC(=O)[C@]12CCC=C1N(Cc1ccc3c(c1)OCO3)C(=O)[C@H](CC(=O)NCCCCc1ccccc1)C2	-1	/	-0.1	0.4	-2.9	-0.1	-2	/	-5	-15	-0.9

2 successive records out of the list so far, for reference:
SMILES	SMARCA2 act	DAX1 inh-1	ssDAF12 agonist	proKLK7 act	hgDAF12 agonist	DAX1 inh-2	NPR2 activator	GAA850 FXN act	GC-A act	HGIII-sPLA2 inh	hcDAF12 agonist
Cc1ccc(NC(=O)c2cnn(C)c2)cc1[N+](=O)[O-]	-4	-0.4	-1.8	0.2	0.2	-0.2	6	4.5	-2	6	-1.2
Cc1ccc(OCCCC(=O)Nc2ccccc2C(F)(F)F)cc1	-1	1.0	-1.4	0.5	-0.3	-0.5	-2	2.7	1	0	-0.8

Later entries:
SMILES	SMARCA2 act	DAX1 inh-1	ssDAF12 agonist	proKLK7 act	hgDAF12 agonist	DAX1 inh-2	NPR2 activator	GAA850 FXN act	GC-A act	HGIII-sPLA2 inh	hcDAF12 agonist
Cc1ccc(C(CC(=O)O)NC(=O)c2ccc(S(=O)(=O)N3CC(C)OC(C)C3)cc2)cc1 (stereo not given)	1	0.0	-0.8	0.2	0.6	1.6	4	0.1	1	-4	-1.0
CCOc1ccc(NC(=O)/C(=C\c2ccc(OC(C)=O)c(OC)c2)NC(C)=O)cc1	-2	0.8	-1.3	0.8	-0.2	-0.2	0	0.9	6	-2	-3.0
NS(=O)(=O)c1ccc(CCNS(=O)(=O)c2cccc3cccnc23)cc1	0	2.1	-0.2	0.3	-0.7	-0.3	-2	3.1	3	2	-1.0
Nc1nc(NCC(=O)O)nc(NCc2ccccc2)c1[N+](=O)[O-]	-1	-0.7	-1.4	0.4	-3.3	-0.1	5	-0.6	4	2	-0.8
O=S(=O)(Nc1ccc(-c2ccc3nncn3n2)cc1)c1cccs1	-2	0.0	-0.4	-0.2	-2.2	-1.4	-4	2.7	3	2	-1.5
COCC1CCN(C(=O)c2cc(COc3cc(C)c(Cl)c(C)c3)on2)C1 (stereo not given)	3	0.3	-0.3	-0.7	8.7	1.3	-6	5.5	5	-2	6.3*
O=C(CCOc1ccccc1)Nc1ccc(S(=O)(=O)N2CCCC2)cc1	1	-0.6	-1.8	0.6	-0.9	-0.8	7	0.5	2	-13	-2.1
CC(=O)Oc1cccc(C(=O)Nc2ccc3c(c2)C(=O)N(CC2CCCO2)C3=O)c1 (stereo not given)	0	0.0	-0.8	-19	0.2	-0.7	-2	1.1	-2	1	-1.1
Cc1cccc(N(C(=O)c2snc(C(N)=O)c2N)C(C(=O)NCC2CCCO2)c2ccc(N(C)C)cc2)c1C (stereo not given)	-4	-0.6	-0.3	-0.2	-0.7	-0.1	3	1.3	2	1	-2.5
O=C(CN1C(=O)/C(=C/c2ccccc2Cl)SC1=S)NC1CCS(=O)(=O)C1 (stereo not given)	-2	1.4	-0.6	-0.1	1.7	0.0	-2	1.5	5	4	1.1
CC(C)C[C@@H]1COc2cccc(N3CCCC3)c2S(=O)(=O)N1C	-1	/	-1.7	0.3	-4.0	-1.2	-4	/	0	-5	-1.9
O=C(CSc1ccccn1)N1CCN(c2ncc(C(F)(F)F)cc2Cl)CC1	-5	-0.6	-1.0	-0.1	-1.1	-1.1	-1	0.0	1	14	2.7
Cc1ccc(NC2CCCN(C(=O)C3CCCCC3)C2)cc1C (stereo not given)	-1	-0.4	-1.1	-0.1	0.9	0.5	1	-0.6	-2	3	0.3
CCOC(=O)c1ccc(NC(=O)CN2C(=O)NC3(CCC(C)CC3)C2=O)cc1 (stereo not given)	4	1.8	-0.9	-0.5	-5.1	-0.1	2	-0.5	-1	-11	-1.9
CCOc1ccccc1NC(=O)C(OC(=O)c1cc(C)oc1C)c1ccccc1 (stereo not given)	-1	1.5	-0.8	0.2	-1.8	-0.4	-3	-1.0	-7	-9	-1.4
Cc1ccc(CNC(=O)C2CCCN(S(C)(=O)=O)C2)cc1 (stereo not given)	1	0.5	-1.1	0.0	-0.2	0.8	-2	0.8	-1	-3	-1.4
COc1ccc(/C=C/c2ccc3c(Br)ccc(O)c3n2)cc1	-2	0.0	-0.8	-1.8	4.8	0.0	-7	2.3	6	12	1.2
CC1(C(=O)NC2CCCCCCC2)CCC(=O)N1Cc1cccnc1 (stereo not given)	4	0.5	-1.5	1.0	-1.1	0.0	2	1.8	3	0	1.0
Cc1ccc(S(=O)(=O)NN=C2C(=O)C3CCC2C3Cl)cc1 (stereo not given)	-4	1.3	-0.9	-0.6	1.8	-0.4	0	0.0	3	2	0.1
Cc1noc(C(=O)N2CCN(c3ccc(F)cc3)CC2)c1Cl	-1	1.4	-1.3	0.5	0.6	0.2	-1	0.3	0	-6	2.4

Single entries from the entries so far.
O=C(CSc1ccccn1)N1CCN(c2ncc(C(F)(F)F)cc2Cl)CC1 @ NPR2 activator = -1
Cc1ccc(NC2CCCN(C(=O)C3CCCCC3)C2)cc1C (stereo not given) @ proKLK7 act = -0.1

Continuation:
SMILES	SMARCA2 act	DAX1 inh-1	ssDAF12 agonist	proKLK7 act	hgDAF12 agonist	DAX1 inh-2	NPR2 activator	GAA850 FXN act	GC-A act	HGIII-sPLA2 inh	hcDAF12 agonist
CC(C(=O)Nc1cccnc1)N1C(=O)C2C3C=CC(C3)C2C1=O (stereo not given)	-3	1.8	-1.0	0.0	-0.9	-0.3	5	-0.9	2	1	-0.2
O=C(CCc1ccc(S(=O)(=O)N2CCOCC2)cc1)Nc1ccc2c(c1)OCCO2	1	1.0	-1.7	0.1	0.6	-0.9	3	-2.0	2	-9	-2.4
CCOC(=O)C1CCN(C(=O)COC(=O)c2cccc(NS(=O)(=O)c3ccccc3)c2)CC1	-2	1.8	-1.3	0.2	1.5	-2.2	12	-0.8	-2	-7	-0.3
CC(C)(OC1OC(CO)C(O)C(O)C1O)[C@H]1Oc2ccc3ccc(=O)oc3c2[C@H]1O (stereo not given in full)	0	1.8	-1.5	2.2	-0.4	0.1	0	2.3	3	4	1.3
CCOC(=O)c1c(C)nc2c(c1-c1ccccc1)C(=O)c1ccccc1-2	1	-3.0	-2.2	0.1	-1.7	-1.9	2	2.9	-3	2	-3.4
O=C(NCC(c1ccco1)N1CCCC1)c1cc(S(=O)(=O)N2CCCCC2)ccc1Cl (stereo not given)	-3	0.0	-0.8	-0.1	0.5	-0.8	8	-0.1	0	10	-1.3
CCOC(=O)C(C)Oc1ccc(NC(=O)C(Cl)(Cl)Cl)cc1 (stereo not given)	-1	2.2	-0.9	-0.1	1.0	-0.1	1	0.8	3	-6	3.1
COc1ccc(CCNC(=O)C2CCN(S(=O)(=O)N3CCCCCC3)CC2)cc1OC	0	-0.7	-1.4	-0.2	0.1	-0.2	-1	-0.5	0	0	-1.6
CCn1cc(C(=O)NCc2ccc3c(c2)OCO3)c(=O)c2cc(S(=O)(=O)N(C)C)ccc21	-4	-1.7	-1.6	0.1	-3.2	-0.7	-1	1.8	-3	5	-0.1
CC(C)c1ccc(C2C3=C(COC3=O)Nc3cc4c(cc32)OCO4)cc1 (stereo not given)	-3	0.4	-0.7	-13	-3.9	-0.2	3	0.6	10	-7	2.7
COc1cc(C2C(C(=O)c3sc(C)nc3C)=C(O)C(=O)N2CCN(C)C)cc(OC)c1OC (stereo not given)	-1	0.4	-1.1	2.7	-0.5	-0.7	1	0.5	5	4	-0.6
CC1(C)CC(=O)C=C(c2n[nH]nc2-c2ccccc2)C1	-3	-0.1	-0.3	0.6	1.1	0.6	-3	0.8	1	3	1.4
O=C(Cc1ccc(F)cc1)N1CCC(CC2CC(c3ccc(Cl)cc3)=NO2)(C(=O)NCC2CCCCC2)CC1 (stereo not given)	-1	-0.1	-1.0	0.3	1.8	-0.3	-1	-0.6	-4	1	-0.5
O=C(CSc1nnc(-c2ccccc2)o1)Nc1ccccc1F	1	-6.2	-1.2	-0.1	2.7	2.0	3	-4.6	0	-6	3.3
CCCCC[C@@H](/C=C/C1C(=O)C=C[C@H]1C/C=C\CCCC(=O)O)OC(C)=O (stereo not given in full)	-2	-0.7	-0.8	0.3	-1.4	0.6	-4	5.9	-5	-12	-1.0
Cc1ccc2nc(C)c(C(=O)N/N=C/c3ccccc3[N+](=O)[O-])cc2c1	-1	-0.1	-1.4	-0.5	2.9	1.0	-5	-2.2	-5	0	2.3
CC1(C(=O)O)CCC2(C)CCC3(C)C(=CC(=O)C4C5(C)CCC(=O)C(C)(C)C5CCC43C)C2C1 (stereo not given)	-5	0.7	-1.0	-0.1	1.4	0.6	2	1.0	3	-6	0.6
CC(O)(c1ccccc1)c1nc(-c2ccc(F)c(Cl)c2)cs1 (stereo not given)	-3	/	-1.1	0.2	0.6	-1.2	-8	2.2	-2	-13	0.2
Cc1occc1-c1nnc(SCC(N)=O)n1Cc1ccccc1	0	0.6	-1.4	-0.4	0.4	-0.9	5	1.4	2	2	-1.6
CCCCCCNC(=O)CCc1nc2cccnc2n1Cc1ccc(OC)cc1	-1	-0.4	-1.4	0.5	-1.9	-0.1	3	1.5	1	-3	-0.2
COC(=O)c1cccc(NC(=S)N2CCCCC2)c1	3	-0.1	-1.4	-1.4	-0.6	-0.1	4	2.0	0	5	-0.6
Cc1ccc(NC(=S)NCc2cccs2)cc1	0	1.3	-1.2	-0.1	0.7	-0.6	-2	0.8	-1	-1	1.3
